ERG Ets-DNA blk: blocks human ERG Ets domain binding to DNA; P11308; fluorescence polarization, His-ERG Ets domain / labelled DNA; Potency, µM (top dose mostly 76.9 µM), inactives show at the highest dose FP activity, negative = inhibition, hits mostly inhibitors; 370,000 tested, 0.028% active; AID 624246; active means well fitted inhibition curve with a large enough effect in the polarisation, with a control signal flat; inconclusive means small, poorly fitted or top-dose-only effect, or effect the other way, or a change in a side signal; inactive means no such curve, though single readings can be large or run the other way; the % refers to the polarisation;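 further: polarization taken with two DNA probes labelled with fluorescein and Texas red; potency means the concentration at half of the fitted maximal effect; % of control where 0% means no effect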
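His-tagged ERG Ets domain (1 uM in the protein solution; 300mM KCl, 50mM Tris-HCl, 1mM EDTA, 1mM DTT, pH 7.5) received compound, then a probe mix of 5 nM fluorescein-DNA and 100nM Texas-615-DNA. Fluorescence polarization was read for both dyes.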
BAZ2B inh: BAZ2B (human) inhibition; Q9UIF8; AlphaScreen BAZ2B-H3K14Ac peptide displacement; Potency, µM (titrated, usually from 114 µM), without a hit: at the top dose activity change, negative = inhibition, usual class: inhibitors; 360,000 tested, 4.4% active; further: potency means the concentration at half of the fitted maximal effect; on the % scale 0 is the no-effect control and ±100 the full control effect; nearly all actives have a fitted effect of over 60% in size
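BAZ2B (50 nM) with biotin-H3(5-23)K14Ac peptide (50 nM) in PBS pH 7.4, 0.01% Tween-20, preformed 30 min, then compound 30 min at room temperature; top concentration 110uM. AlphaScreen streptavidin donor/nickel chelate acceptor beads (10 ug/mL final), 20 min dark, signal read.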
RGS4 inh: inhibitors of human regulator of G protein signaling 4; P49798; Transcreener GDP fluorescence polarization, RGS4-accelerated GTP hydrolysis; Potency, µM (top dose mostly 114 µM), for the others: top-dose activity change, negative = inhibition, most hits filed as inhibitors; 390,000 tested, 0.039% active; further: potency means the concentration at half of the fitted maximal effect; on the % scale 0 is the no-effect control and ±100 the full control effect; nearly all actives have a fitted effect of over 75% in size; some results filed as inactive show a strong effect at the top dose
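MLSMR compounds (23 nl, pin-transferred) preincubated 10 min at room temperature with a 500nM (2x) first reagent, then RGS4 at 900nM (2x) plus Transcreener GDP mix added; fluorescence polarization (620/688 nm) read before and after 90 min at 30 °C.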
GLS inh: blocks human kidney-isoform glutaminase activity; O94925; GLS enzymatic activity, qHTS titration; Potency, µM (series often up to 45.5 µM), for the others: at the top dose activity change, negative = inhibition, actives largely listed as inhibitors; 410,000 tested, 0.21% active; further: potency means the concentration at half of the fitted maximal effect; on the % scale 0 is the no-effect control and ±100 the full control effect
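Assay buffer: 45 mM KH2PO4 pH 8.2, 0.02% Tween-20. hKGA acts on L-glutamine (1 mM solution added); product glutamate is reported by an oxidase/peroxidase Amplex Red coupling, with fluorescence taken at baseline and 30 min.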
G9a inh: inhibitors of human histone lysine methyltransferase G9a | G9a H3K9 monomethylation, AlphaScreen, 2 h | Potency, µM (series often up to 102 µM), for the others: at the top dose activity, negative = inhibition, hits mostly inhibitors | 350,000 tested, 8.8% active | AID 504332; further: potency means the concentration at half of the fitted maximal effect; on the % scale 0 is the no-effect control and ±100 the full control effect; nearly all actives have a fitted effect of over 75% in size
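AlphaScreen read-out: biotin-H3K9 peptide (500 nM) methylation by 20 nM enzyme with 20 uM SAM, 2 h at room temperature after 15 min compound preincubation; anti-monomethyl H3K9 antibody plus donor/acceptor beads, 10 min dark.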
HP1b chromo inh: blocks HP1-beta chromodomain binding to methylated histone tails; P83916; AlphaScreen HP1-beta / biotin-H3K9me3 peptide binding; Potency, µM (titrated, usually from 114 µM), for the others: at the top dose activity change, negative = inhibition, most hits filed as inhibitors; 390,000 tested, 0.56% active; further: potency means the concentration at half of the fitted maximal effect; nearly all actives have a fitted effect of over 70% in size; inactives centre near 23
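Compound inhibition of the preformed complex between 50 nM HP1-beta and 50 nM biotinylated H3K9me3 peptide was read by AlphaScreen. Buffer was PBS pH 7.4 with 0.01% Tween-20. Incubations ran 30 min at room temperature, with 10 ug/mL donor/acceptor beads.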
JMJD2A Tudor inh: JMJD2A Tudor domain (human) inhibition. O75164. AlphaScreen JMJD2A-Tudor / H3K4me3 peptide binding. Potency, µM (top dose mostly 114 µM), for inactives: at the highest dose activity change, negative = inhibition, usual class: inhibitors. 390,000 tested, 4.4% active. AID 504339; further: potency means the concentration at half of the fitted maximal effect; on the % scale 0 is the no-effect control and ±100 the full control effect; nearly all actives have a fitted effect of over 50% in size
Target sequence (O75164 whole entry, looked up, the tested form may be a part): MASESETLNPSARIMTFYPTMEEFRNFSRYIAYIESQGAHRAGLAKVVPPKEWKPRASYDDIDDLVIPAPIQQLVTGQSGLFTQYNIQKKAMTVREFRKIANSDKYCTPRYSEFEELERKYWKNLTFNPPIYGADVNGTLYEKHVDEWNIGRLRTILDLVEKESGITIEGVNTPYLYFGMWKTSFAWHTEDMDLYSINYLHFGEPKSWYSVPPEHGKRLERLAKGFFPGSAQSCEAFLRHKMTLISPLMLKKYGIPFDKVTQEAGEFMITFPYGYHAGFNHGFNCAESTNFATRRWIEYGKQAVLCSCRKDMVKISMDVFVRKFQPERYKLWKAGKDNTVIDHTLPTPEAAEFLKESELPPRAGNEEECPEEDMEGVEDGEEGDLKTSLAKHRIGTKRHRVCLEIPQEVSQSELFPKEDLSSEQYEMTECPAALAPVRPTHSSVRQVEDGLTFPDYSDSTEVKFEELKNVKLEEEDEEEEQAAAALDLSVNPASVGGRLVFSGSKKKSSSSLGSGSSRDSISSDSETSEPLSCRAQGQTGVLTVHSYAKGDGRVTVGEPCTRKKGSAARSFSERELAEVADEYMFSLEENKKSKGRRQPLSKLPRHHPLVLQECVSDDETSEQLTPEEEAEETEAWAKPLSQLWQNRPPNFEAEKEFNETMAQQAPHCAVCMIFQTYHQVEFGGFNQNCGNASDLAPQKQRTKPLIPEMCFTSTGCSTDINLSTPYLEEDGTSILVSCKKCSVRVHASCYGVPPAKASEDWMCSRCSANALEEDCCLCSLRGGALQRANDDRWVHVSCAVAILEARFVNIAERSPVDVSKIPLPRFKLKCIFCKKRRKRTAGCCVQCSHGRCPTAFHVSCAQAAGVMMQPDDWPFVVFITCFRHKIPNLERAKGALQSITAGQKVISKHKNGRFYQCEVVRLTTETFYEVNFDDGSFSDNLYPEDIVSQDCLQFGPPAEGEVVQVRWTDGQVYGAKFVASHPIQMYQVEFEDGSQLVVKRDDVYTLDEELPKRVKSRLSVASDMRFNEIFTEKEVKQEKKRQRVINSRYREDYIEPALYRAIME
12-LOX inh: ALOX12 (human) lipoxygenase inhibition; P18054; purified 12hLO, xylenol orange hydroperoxide absorbance; Potency, µM (series often up to 108 µM), inactives show at the highest dose activity change, negative = inhibition, actives largely listed as inhibitors; 580,000 tested, 1.1% active; AID 1671190; further: potency means the concentration at half of the fitted maximal effect; on the % scale 0 is the no-effect control and ±100 the full control effect
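Purified human 12hLO (150 nM final) in 25 mM Hepes, 0.01% Triton X-100, pH 7.0 was preincubated 15 min at room temperature with compound. Then 40 uM arachidonic acid was added, 30 min. Hydroperoxide was read by Fe-XO absorbance ratio 573/405 nm.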
PI4K2A block: inhibitors of human PI4K2A; Q9BTU6; purified PI4K2A, ADP-Glo luminescence, 1 h; stronger effect = lower value; activity change, negative = inhibition, % at 76.9 µM; 420,000 tested, 0.13% active; in the data active means activity change below about -50%; inconclusive means mostly about -30% to -49%;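 further: -100% = wells without enzyme as full effect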
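In this quantitative HTS, ADP production by PI4K2A was quantified luminescently after 1 h at ambient temperature; 100 microM adenosine served as plate-quality control.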
* = called active by the depositor; & = joins results of further samples; [ ] = remark or other dose. Unless noted, the call rests on the fitted dose curve; in most records, active means well fitted curve in the direction sought with a large enough effect; inconclusive means small, poorly fitted or top-dose-only effect, or another doubt; inactive means no such curve, though single readings can be large; an effect the other way counts as inactive or inconclusive. An excerpt; the hit share may differ from the screen's.

`COc1ccc(C)cc1NC(=O)CSc1nc2ccccc2nc1N1CCCCC1` gave ERG Ets-DNA blk 2%, BAZ2B inh 21%, RGS4 inh 14%, GLS inh -3%, HP1b chromo inh 102%[activator], JMJD2A Tudor inh 39%[activator], 12-LOX inh 9% and PI4K2A block -2.
For Cc1cc(C)cc(-n2ccnc2SCC(=O)Nc2cccc3ccccc23)c1 the results were ERG Ets-DNA blk -3%, BAZ2B inh 7.1µM*, RGS4 inh 6%, GLS inh -11%, G9a inh 13µM*, HP1b chromo inh inconclusive, JMJD2A Tudor inh 22µM*, 12-LOX inh -20% and PI4K2A block -2.
Screening CC(C)OP(=O)(c1ccccc1)c1ccccc1 returned ERG Ets-DNA blk 1%, BAZ2B inh 10%, RGS4 inh 11%, GLS inh 3%, G9a inh 11%[59 µM], HP1b chromo inh 35%, JMJD2A Tudor inh 2%, 12-LOX inh 6% and PI4K2A block -4.
Cc1cc(NC(=O)Nc2cccs2)no1 was read as ERG Ets-DNA blk 0%, BAZ2B inh 1%, RGS4 inh -15%, GLS inh 18%, G9a inh -2%[12.7 µM], HP1b chromo inh 14%, JMJD2A Tudor inh -15%, 12-LOX inh 0% and PI4K2A block 2.
`CCc1cccc(NC(=O)CN2C(=O)COc3ccc(S(=O)(=O)Nc4ccccc4)cc32)c1` gave ERG Ets-DNA blk -2%, BAZ2B inh -24%, RGS4 inh 23%, GLS inh 2%, G9a inh 1%[59 µM], HP1b chromo inh -1%, JMJD2A Tudor inh -23%, 12-LOX inh inconclusive and PI4K2A block 0.
`Cc1ccc2ncc(C(=O)NCCc3ccc(S(N)(=O)=O)cc3)c(=O)n2c1` gave ERG Ets-DNA blk -4%, BAZ2B inh 2%, RGS4 inh 3%, GLS inh 6%, G9a inh 5%[59 µM], HP1b chromo inh 33%, JMJD2A Tudor inh -2%, 12-LOX inh -14% and PI4K2A block -3.
For CCN(CC)C(=O)c1sc2c(c1C)c(=O)n(Cc1ccccc1)c(=O)n2Cc1ccccc1C the results were ERG Ets-DNA blk -2%, BAZ2B inh -19%, RGS4 inh 22%, GLS inh 1%, G9a inh -6%[59 µM], HP1b chromo inh 5%, JMJD2A Tudor inh -20%, 12-LOX inh -27% and PI4K2A block 2.
Screening CC(=O)CSc1nc2ccccc2s1 returned ERG Ets-DNA blk 7%, BAZ2B inh -3%, RGS4 inh -26%[56.9 µM], GLS inh -8%, G9a inh -5%[12.7 µM], HP1b chromo inh inconclusive, JMJD2A Tudor inh inconclusive, 12-LOX inh 0% and PI4K2A block -1.
CC1=C(c2ccc(Cl)cc2)S(=O)(=O)N=C1N1CCC(C(=O)NCCc2ccco2)CC1 was read as ERG Ets-DNA blk -2%, BAZ2B inh -15%, RGS4 inh inconclusive, GLS inh -1%, G9a inh 11%[59 µM], HP1b chromo inh inconclusive, JMJD2A Tudor inh -21%, 12-LOX inh inconclusive and PI4K2A block 4.
Screening COc1cccc(N2CCN(C(C)C(=O)NC34CC5CC(CC(C5)C3)C4)CC2)c1 (stereo not drawn) returned ERG Ets-DNA blk -1%, BAZ2B inh -35%, RGS4 inh 24%, GLS inh 0%, G9a inh -18%, HP1b chromo inh -2%, JMJD2A Tudor inh inconclusive, 12-LOX inh 4% and PI4K2A block 1.
`Cc1cc2[nH]c3c(c[n+](C)c4ccccc34)c2cc1C` gave ERG Ets-DNA blk inconclusive, BAZ2B inh inconclusive, RGS4 inh -9%, GLS inh -14%, G9a inh 18µM*, HP1b chromo inh 22%, JMJD2A Tudor inh -7%, 12-LOX inh inconclusive and PI4K2A block 2.
For O=C1C(=C(O)c2ccccc2)C(=O)c2ccccc21 the results were BAZ2B inh -5%, RGS4 inh 19%, GLS inh 14%, G9a inh inconclusive, HP1b chromo inh -1%, JMJD2A Tudor inh 89µM*, 12-LOX inh inconclusive and PI4K2A block -8.
Screening O=C(OCc1ccc([N+](=O)[O-])cc1Cl)c1cnccn1 returned ERG Ets-DNA blk 2%, BAZ2B inh -28%, RGS4 inh 30%, GLS inh 7%, G9a inh inconclusive, HP1b chromo inh 9%, JMJD2A Tudor inh -12%, 12-LOX inh 0% and PI4K2A block 1.
For COc1cc(S(=O)(=O)NCc2ccc3c(c2)OCO3)ccc1Cl the results were BAZ2B inh 6%, RGS4 inh 3%, GLS inh 0%, G9a inh 10%, HP1b chromo inh 13%, JMJD2A Tudor inh -13%, 12-LOX inh -13% and PI4K2A block -3.
`CC(=O)c1ccc(S(=O)(=O)NCC(=O)Nc2nc3ccccc3[nH]2)cc1` gave ERG Ets-DNA blk -2%, BAZ2B inh -32%, RGS4 inh -13%, GLS inh 0%, G9a inh 40%[12.7 µM], HP1b chromo inh 26%, JMJD2A Tudor inh -10%, 12-LOX inh 3% and PI4K2A block 1.
CC12CC3CC(C)(C1)CC(C(=O)NC(=S)N1CCOCC1)(C3)C2 was read as BAZ2B inh -26%[57.1 µM], RGS4 inh -29%, GLS inh 71%[activator], G9a inh 47%[0.501 µM], HP1b chromo inh 29%, JMJD2A Tudor inh -16%, 12-LOX inh -8% and PI4K2A block 1.
CC(C)C(O)(C(=O)NNc1ccccc1)C(C)C was read as ERG Ets-DNA blk -1%, BAZ2B inh -16%, RGS4 inh -10%, GLS inh 13µM*, G9a inh inconclusive, HP1b chromo inh 24%, JMJD2A Tudor inh 0%, 12-LOX inh 96%[activator] and PI4K2A block -3.
CCc1cccc(NC(=O)c2cc3c(=O)n(Cc4ccc(OC)cc4)ccc3nc2C)c1 was read as ERG Ets-DNA blk 2%, BAZ2B inh -8%, RGS4 inh -13%, GLS inh -2%, G9a inh -21%[59 µM], HP1b chromo inh 27%, JMJD2A Tudor inh -14%, 12-LOX inh 13% and PI4K2A block -1.
For Cc1nc(NC(=O)c2cccc(Cl)c2)sc1C(=O)N1CCCCC1 the results were ERG Ets-DNA blk -8%, BAZ2B inh -3%, RGS4 inh -4%, GLS inh -3%, G9a inh 51%, HP1b chromo inh 36%, JMJD2A Tudor inh -4%, 12-LOX inh -1% and PI4K2A block -2.
For CCC(=O)Nc1nc(N)n(-c2ccccc2)n1 the results were ERG Ets-DNA blk -3%, BAZ2B inh inconclusive, RGS4 inh 21%, GLS inh 11%, G9a inh 6%[59 µM], HP1b chromo inh 17%, JMJD2A Tudor inh -27%, 12-LOX inh 0% and PI4K2A block 0.
For COc1ccc(/C=C/c2ccccc2)cc1[C@H]1[C@H]2C=CC[C@@H](C)[C@@H]2C(=O)N1Cc1ccccc1 the results were ERG Ets-DNA blk -2%, BAZ2B inh -18%, RGS4 inh -21%, GLS inh 1%, G9a inh 4%[12.7 µM], HP1b chromo inh 106%[activator], JMJD2A Tudor inh -15%, 12-LOX inh 0% and PI4K2A block -2.
`Cc1ccc(S(=O)(=O)NCCC(=O)NC2CCN(Cc3ccccc3)CC2)cc1` gave BAZ2B inh -7%, RGS4 inh -4%, GLS inh 6%, G9a inh 15%[59 µM], HP1b chromo inh 16%, JMJD2A Tudor inh -14%, 12-LOX inh -16% and PI4K2A block 3.
`CCOC(=O)N/N=C/c1c(F)cccc1F` gave ERG Ets-DNA blk -2%, BAZ2B inh 2%, RGS4 inh 2%, GLS inh 1%, G9a inh -11%[59 µM], HP1b chromo inh 26%, JMJD2A Tudor inh -9%, 12-LOX inh 17% and PI4K2A block -6.
`Cc1ccc(C)[n+](CC(=O)N2CCCCC2)c1` gave ERG Ets-DNA blk 1%, BAZ2B inh -22%, RGS4 inh 15%, GLS inh 4%, G9a inh -31%, HP1b chromo inh 5%, JMJD2A Tudor inh 4%, 12-LOX inh 2% and PI4K2A block -2.
Cn1ccnc1SCC(=O)NC1(C#N)CCCCC1 was read as ERG Ets-DNA blk -11%, BAZ2B inh 9%, RGS4 inh 2%, GLS inh 7%, G9a inh -3%, HP1b chromo inh 16%, JMJD2A Tudor inh -1%, 12-LOX inh -1%&1% and PI4K2A block 5.
For COc1ccc(N2CCN(c3nc4ccc(C)cc4n4nnnc34)CC2)cc1 the results were ERG Ets-DNA blk -1%, BAZ2B inh -6%, RGS4 inh -8%, GLS inh 6%, G9a inh -7%[59 µM], HP1b chromo inh 31%, JMJD2A Tudor inh -10%, 12-LOX inh -1% and PI4K2A block -1.
Screening COc1cc(NC(=O)COc2ccccc2)c(OC)cc1NC(C)=O returned ERG Ets-DNA blk -6%, BAZ2B inh -17%, RGS4 inh 1%, GLS inh 8%, G9a inh -26%[59 µM], HP1b chromo inh 24%, JMJD2A Tudor inh -18%, 12-LOX inh 5% and PI4K2A block -4.
COc1ccc(C(CNC(=O)COc2ccc([N+](=O)[O-])cc2)N2CCCCC2)cc1 (stereo not drawn) was read as ERG Ets-DNA blk -14%, BAZ2B inh -28%, RGS4 inh 5%, GLS inh -11%, G9a inh 0%, HP1b chromo inh 24%, JMJD2A Tudor inh -14%, 12-LOX inh 0% and PI4K2A block 7.
